# Cneo AK release: causes C. neoformans cell lysis; AID 651654; 360,000 tested, 0.2% active; lysis activity, % at 15 µM; adenylate kinase release luminescence, 4 h; normalised: neutral wells 0, clomiphene wells 100;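 active = mean lysis activity across replicates of at least 80%, whatever share of replicates individually reach that level; inactive = mean lysis activity below 80%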
#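 Assay system: log-phase C. neoformans yeast / Quantity: yeast cell density of 5 × 10^6 cells/mL / Medium: fresh YPD growth medium / Compound: single dose / Timing: static 4 h at 37 °C with compound, 1 h detection / Measured by: adenylate kinase release luminescence / Read-out: lysis from increased AK signal / Benchmarks: Clomiphene as positive lysis control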
# Statin myotox sup: suppressors of simvastatin-induced myotoxicity in C2C12 myotubes | rescue of ATP level, % at 7.49 µM | AID 602340 | ATP luminescence, 48 h; scaled: DMSO 0, geranylgeraniol control 100 | 330,000 tested, 0.78% active;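 active = mean ATP rescue above about 67%, or every replicate alone reaching that limit, limit read from the data, passing the limit was not always enough; inconclusive = no clear call, values can overlap the other calls; inactive = mean under the limit and some replicate under it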;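 note: myotubes were challenged with 10 µM simvastatin during compound exposure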
# PGC1a acetyl inh: lowers PGC1a acetylation signal in U2OS cells; AlphaScreen anti-acetyl-lysine; with virally co-expressed GCN5 acetyltransferase; inhibition, % at 15.6 µM; 350,000 tested, 0.17% active; AID 651687;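 active = every replicate shows inhibition of at least 40%; inconclusive = mean inhibition at least 40% but some replicate below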;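 note: 0% = neutral control wells and 100% = positive control wells; some results beyond the cut were filed as inactive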
# An asterisk follows results filed as active; ? = inconclusive. The list is partial; the hit share may differ from the screen's.
1) O=C(NNC(=O)c1sccc1-n1cccc1)c1ccccc1
2) CC(=O)NC1(C(F)(F)F)NC(=O)N(CC(C)C)C1=O (centres undefined)
3) Cc1cc(C)c2cc(CN(CCO)C(=O)Nc3ccc(F)cc3)c(=O)[nH]c2c1
4) COC(=O)c1[nH]c(C)c(/C(O)=C2\C(=O)C(=O)N(CCN(C)C)C2c2ccccc2OC)c1C (centres undefined)
5) CCn1cc([N+](=O)[O-])c(C(=O)Nc2ccc(Br)cn2)n1
6) CNC(=S)NNC(=O)Cc1ccc(OC)c(OC)c1
7) CC1(C)CC(=O)C(N=Nc2cc(Cl)c(Cl)c(Cl)c2)=C(O)C1
8) COc1ccc(C(=O)N2CCN(C(C)=O)CC2)cc1S(=O)(=O)NCc1ccc(Cl)cc1
Assay by compound	1	2	3	4	5	6	7	8
Cneo AK release	-3	1	0	3	-2	0	1	0
Statin myotox sup	-3	12	-4	1	2	-9	34	-2
PGC1a acetyl inh	9	3	7	-35	13	-11	?	-3

9) CCc1ccccc1NC(=O)C1CCCN(S(=O)(=O)c2c(C)noc2C)C1 (centres undefined)
10) Cc1ccc(S(=O)(=O)N/N=C/c2ccc(C(=O)O)cc2)cc1
11) CCOc1ccc(OCC)c(NC(=O)CCn2c(=O)oc3ccccc32)c1
12) CCOC(=O)CNC(=O)CSc1ncnc2c1cnn2-c1ccccc1
13) COc1ccccc1/C=N/n1c(N)c(S(=O)(=O)c2cccs2)c2nc3ccccc3nc21
14) Cc1cccc(-n2nnnc2SCC(=O)c2cc(C)n(CC3CCCO3)c2C)c1 (centres undefined)
15) CC(C)COC(=O)n1c(SCC(=O)N(C)C)nc2ccccc21
16) CCOc1cc(CNCCN(C)C)c(Cl)cc1OCC(=O)NCCc1ccccc1
Assay by compound	9	10	11	12	13	14	15	16
Cneo AK release	0	-2	2	-2	0	-2	0	-1
Statin myotox sup	0	-8	-4	-1	-14	0	3	-8
PGC1a acetyl inh	14	-5	-9	8	1	-2	-4	-3

17) N#Cc1c(NC(=O)CCC(=O)O)sc2c1CCCC2
18) Cn1c(N)c(S(=O)(=O)c2ccc(Br)cc2)c2nc3ccccc3nc21
19) COC(=O)c1[nH]c2cccc(OC)c2c1NC(=O)CN(C)CC1OCCO1
20) O=C(Nc1ccc(NC(=O)C2CC2)nc1)c1cccnc1
21) COc1ccc(-c2nc(=S)[nH][nH]2)cc1
22) Cc1cc(C)nc(Nc2ncc(O)n2-c2ccc(C)c(C)c2)n1
23) COc1ccc(OC)c(C(=O)CSc2nc3c(c(=O)n(C)c(=O)n3C)n2C(C)C)c1
24) COc1cccc(/C=N/n2nnnc2N)c1OCc1ccccc1Cl
Assay by compound	17	18	19	20	21	22	23	24
Cneo AK release	1	-1	-5	4	1	4	5	-2
Statin myotox sup	-5	10	-3	-14	3	-9	0	-10
PGC1a acetyl inh	-9	-1	-4	-34	-6	14	-2	-24

25) O=C(NCc1ccccc1Br)c1cccc2c1C(=O)c1ccc(-c3ccc(OC(F)(F)F)cc3)cc1S2(=O)=O
26) CCc1nc2ccccc2c(C(=O)OCC(=O)Nc2ccc(S(=O)(=O)N3CCOCC3)cc2)c1C
27) CCS(=O)(=O)NCCc1cc2cc(C)c(C)cc2[nH]c1=O
28) CCn1cnc2cc(NCc3ccncc3)ccc21
29) Cc1n[nH]c(C)c1S(=O)(=O)N1CCN(C(=O)c2ccco2)CC1
30) O=C(c1ccc(COc2ccc(Cl)cc2)o1)N1CCN(Cc2ccc3c(c2)OCO3)CC1
31) CCOc1ccc(CCNC(=O)CCc2nc(-c3ccc(OC)cc3)no2)cc1OCC
32) CCC1CCc2c(sc(NC(=O)c3ccoc3C)c2C(N)=O)C1 (centres undefined)
Assay by compound	25	26	27	28	29	30	31	32
Cneo AK release	-1	-1	2	4	0	3	0	2
Statin myotox sup	-47	-14	1	5	11	47	8	-29
PGC1a acetyl inh	-1	-34	1	4	4	-7	2	5

33) CC(NC(=O)Nc1ccc(F)cc1F)c1ccncc1 (centres undefined)
34) Cc1ccc(CNC(=O)c2oc3ccc(S(=O)(=O)N4CCC5(CC4)OCCO5)cc3c2C)cc1
35) O=C(Nc1ccncc1)c1ccc(F)cc1
36) CC1(C)Cc2nc(NCCN3CCOCC3)c(C#N)cc2CO1
37) CCOC(=O)c1ccc(NC(=O)CCOc2ccc(OC)cc2)cc1
38) COc1ccc(NC(=O)CSc2ncc(-c3ccc(F)cc3)n2Cc2ccco2)cc1
39) CCN(CC)CCNC(=O)c1ccccn1
40) COCC(=O)Nc1nnc(Cc2ccc(OC)cc2)s1
Assay by compound	33	34	35	36	37	38	39	40
Cneo AK release	0	-1	0	-3	-3	3	0	1
Statin myotox sup	6	-8	9	10	4	4	-5	33
PGC1a acetyl inh	3	-8	9	7	-2	-34	4	4

41) O=C(NCc1ccco1)c1cccc(NC(=O)c2ccccc2)c1
42) O=C(CCCc1nc(-c2ccc(Cl)cc2)no1)N1CCOCC1
43) COCc1nc2sc(C)c(C)c2c(=O)[nH]1
44) O=C(CN(C(=O)CCC(=O)Nc1nccs1)c1ccccc1F)NCC1CCCO1 (centres undefined)
45) CC12CCC(C(=O)Nc3cccc(NC(=O)C45CCC(C)(C(=O)O4)C5(C)C)n3)(OC1=O)C2(C)C
46) COc1ccc(-c2nn(-c3ccccc3)cc2C(=O)Nc2nccs2)cc1
47) CC(N=c1ccccn1C(=O)Nc1cccc(C(F)(F)F)c1)c1ccco1 (centres undefined)
48) N#CCSc1nc2c(c(=O)n1Cc1ccco1)C1(CCCC1)Cc1ccccc1-2
Assay by compound	41	42	43	44	45	46	47	48
Cneo AK release	3	-2	0	5	0	-2	7	4
Statin myotox sup	-4	-3	3	0	-14	-5	-8	-11
PGC1a acetyl inh	-6	0	2	-1	10	-16	16	-13

49) CC1(C(=O)NC2CCCC2)CCC(=O)N1CCC1=CCCCC1 (centres undefined)
50) COc1cc(NC(=O)c2ccc(Br)o2)c(C(=O)O)cc1OC
51) OC(CN1C2=NCCCN2c2ccccc21)c1ccc2c(c1)OCO2 (centres undefined)
52) CCOC(=O)c1cc(NC(=O)c2ccc(C)cc2)c(=O)oc1-c1ccccc1
53) CC(NC(=O)C1C2C=CC(C2)C1C(=O)O)c1ccccc1 (centres undefined)
54) CCOC(=O)c1ccc(NC(=S)NCCc2ccccc2)cc1
55) Cc1csc(NC(=O)c2cc3c(s2)CCCC3)n1
56) CC1CN(Cc2nc3c(c(=O)n(C)c(=O)n3C)n2CCCc2ccccc2)CC(C)O1 (centres undefined)
Assay by compound	49	50	51	52	53	54	55	56
Cneo AK release	-1	1	4	0	2	15	-8	1
Statin myotox sup	19	10	-9	-8	-4	19	6	7
PGC1a acetyl inh	0	-9	4	1	-3	3	7	2

# 2 of the compounds above, as labelled records:
(53) CC(NC(=O)C1C2C=CC(C2)C1C(=O)O)c1ccccc1 (centres undefined)
- Cneo AK release: 2
- Statin myotox sup: -4
- PGC1a acetyl inh: -3

(54) CCOC(=O)c1ccc(NC(=S)NCCc2ccccc2)cc1
- Cneo AK release: 15
- Statin myotox sup: 19
- PGC1a acetyl inh: 3

# The list goes on:
57) CCS(=O)(=O)N1CCCC(C(=O)NCc2cccnc2)C1 (centres undefined)
58) N#Cc1c(C(F)(F)F)cc(-c2cccc(Cl)c2)[nH]c1=O
59) COc1ccc(CN(C(=O)c2cnccn2)C(C(=O)NC(C)(C)C)c2cc(OC)c(OC)c(OC)c2)cc1 (centres undefined)
60) CCC(CO)N=CC1=C(O)CC(C)(C)CC1=O (centres undefined)
61) CCS(=O)(=O)N1CCCC(C(=O)NCCCN(C)Cc2ccccc2)C1 (centres undefined)
62) CCCCN=C(N)/C(C(=O)OCC)=C(\O)c1ccc(OC)cc1
63) CCOC(=O)CSc1ncc(-c2cccc(Cl)c2)cn1
64) CCn1c(SCc2nc(-c3ccc(Cl)cc3)no2)nnc1-c1ccco1
Assay by compound	57	58	59	60	61	62	63	64
Cneo AK release	0	-1	0	4	-4	-2	-1	4
Statin myotox sup	-10	-4	-6	-1	12	-29	0	41
PGC1a acetyl inh	3	-5	-6	11	2	17	8	4

65) COc1ccc(-n2nnnc2-c2cnc(N3CCCC3)nc2C(F)(F)F)cc1
66) Cc1ccc(NC(=O)CSc2nnc(-c3cnccn3)n2Cc2ccco2)cc1
67) CC(=O)Nc1ccc(S(=O)(=O)NC(CC(=O)O)c2ccc(OC(C)C)cc2)cc1 (centres undefined)
68) COc1ccc(Nc2nc(N)nc(CSCCO)n2)cc1
69) CCS(=O)(=O)c1ccc2c(c1)N(S(=O)(=O)c1ccccc1)CC(C(=O)O)O2 (centres undefined)
70) CC(=O)Oc1ccc(C(=O)Nc2ccc3c(c2)C(=O)N(CCC(=O)O)C3=O)cc1
71) NS(=O)(=O)c1ccc(S(=O)(=O)NCCc2ccccc2)cc1
72) COc1cc(C2=NOC(C(=O)NCc3cccs3)C2)cc(OC)c1OC (centres undefined)
Assay by compound	65	66	67	68	69	70	71	72
Cneo AK release	-3	-1	-3	-1	-1	-2	2	0
Statin myotox sup	-22	4	24	8	15	3	2	87*
PGC1a acetyl inh	7	-1	1	0	-8	-1	-2	2

73) CCOC(=O)C1=C(CN2CCCCC2)NC(=O)NC1c1cc(C)ccc1C (centres undefined)
74) Cc1nn2c(N3CCCC3)cc(C(C)C)nc2c1-c1ccccc1
75) Cc1cc(OCCCCCNCCO)cc(C)c1Cl
76) Cn1c(SCC(=O)c2ccc(F)cc2)nnc1-c1ccccc1N
77) Cc1cccc(C(=O)Nc2ccccc2N2CCN(c3ccc(F)cc3)CC2)c1
78) Cc1ccccc1Nc1nc(N)nc(CN2C(=O)NC3(CCCCC3C)C2=O)n1 (centres undefined)
79) COC(=O)c1ccc(C(=S)N2CCOCC2)cc1
80) Cc1ccc(NS(=O)(=O)c2ccc(NC(=O)c3ccc(Br)o3)cc2)c(C)c1
Assay by compound	73	74	75	76	77	78	79	80
Cneo AK release	0	0	1	2	-5	-6	-1	0
Statin myotox sup	-8	-6	15	10	11	3	-2	-1
PGC1a acetyl inh	2	6	-23	-1	-4	4	-3	2

81) COc1ccccc1NC(=O)Cc1noc(CSc2cc(C)c3ccccc3n2)n1
82) CCc1nc2c(sc3nc4c(cc32)COC(C)(C)C4)c(=O)n1Cc1ccccc1
83) Cc1ccc(Nc2nc(N)nc(CN3CCC(C)CC3)n2)c(C)c1
84) CCN(C(=O)CSc1nc(-c2ccccc2)c(-c2ccccc2)[nH]1)C1CCS(=O)(=O)C1 (centres undefined)
85) CCOC(=O)N1CCN(CC(=O)N2c3ccccc3CC2C)CC1 (centres undefined)
86) CC(=O)c1cc(C#N)c(Oc2ccccc2)nc1C
87) Cc1cc(C)c2c(=O)[nH]n(C3CC(C)N(C)CC3C)c2n1 (centres undefined)
88) CC(C)N(c1ccccc1)c1ccc(NC(=O)C2CCCO2)cc1 (centres undefined)
Assay by compound	81	82	83	84	85	86	87	88
Cneo AK release	0	0	0	-1	-1	1	1	-1
Statin myotox sup	10	13	-6	15	5	105*	1	14
PGC1a acetyl inh	1	13	9	-2	-3	12	-6	12

89) CCCCSc1nnc2[nH]c(=O)cc(N)n12
90) NS(=O)(=O)c1ccc(Nc2nc(-c3ccc(O)cc3)cs2)cc1
91) O=C1CCCN1CCC1CCN(C2CC(=O)N(c3ccc(Cl)cc3)C2=O)CC1 (centres undefined)
92) Cc1ccc(N=C2N=C(N)c3ccccc32)c(C)c1
93) CC(C)(C)c1cc(CN2CCC(O)CC2)cc(C(C)(C)C)c1O
94) Cc1cc(C)nc(N2CCCC(C(=O)NCCC3=CCCCC3)C2)n1 (centres undefined)
95) CN(C)c1cc2c(c(N(C)C)c1)C(=O)c1ccccc1C2=O
96) O=C(C[n+]1ccc(CCSc2ccc(F)cc2)cc1)c1ccccc1
Assay by compound	89	90	91	92	93	94	95	96
Cneo AK release	0	0	7	1	-1	-2	13	2
Statin myotox sup	-8	-18	6	24	2	9	-28	6
PGC1a acetyl inh	-11	5	1	13	6	-5	-29	-3

# As a working copy, two of the compounds above.
95) CN(C)c1cc2c(c(N(C)C)c1)C(=O)c1ccccc1C2=O
96) O=C(C[n+]1ccc(CCSc2ccc(F)cc2)cc1)c1ccccc1
Assay by compound	95	96
Cneo AK release	13	2
Statin myotox sup	-28	6
PGC1a acetyl inh	-29	-3

# (more compounds)
97) O=C(O)CSc1nnnn1-c1ccccc1
98) CN(C)C(=O)c1cc(F)ccc1Sc1cc(Cl)ccc1Cl
99) CCCC(CCC(=O)NC1CCCCC1)C(=O)O (centres undefined)
100) CCc1cccc2c1NC(=O)[C@]21[C@@H]2C(=O)N(Cc3ccccc3)C(=O)[C@@H]2[C@@H]2CCCN21
Assay by compound	97	98	99	100
Cneo AK release	4	5	1	-1
Statin myotox sup	2	-2	9	3
PGC1a acetyl inh	-3	-12	-5	16
